Screening results deposited in PubChem BioAssay by several laboratories.
RBBP9 inhibitor = human RBBP9 inhibitors, primary screen, biochemical, fluorescence polarization, FP-Rh probe, HTS | Serine hydrolase RBBP9 (Homo sapiens), O75884 | recombinant RBBP9 | inhibition, % at 7.94 µM | 220,000 compounds, 0.2% hits | AID 1515, 2009;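 active = inhibition above the campaign mean of all tested compounds plus 3 SD, cut at about 14% in these data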;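 also: plate controls were DMSO wells with RBBP9 for no effect and wells lacking RBBP9 protein for full effect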
Target sequence (O75884 whole entry, looked up): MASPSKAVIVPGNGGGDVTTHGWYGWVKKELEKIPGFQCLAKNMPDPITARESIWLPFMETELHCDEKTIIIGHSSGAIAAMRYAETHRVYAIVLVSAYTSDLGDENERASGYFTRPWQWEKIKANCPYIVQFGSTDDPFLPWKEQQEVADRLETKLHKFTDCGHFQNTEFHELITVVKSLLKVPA
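System: RBBP9 protein / Quantity: 2.5 µM RBBP9 dispensing solution, before mixing / Also added: Serine-hydrolase probe FP-Rh, 375 nM pre-mixing / Dosing: 7.94 µM single dose, 0.794% DMSO / Timing: enzyme-compound preincubation 30 min, then probe labeling 45 min, 25 °C / Signal: FP readout at 525/598 nm / Controls: DMSO-treated enzyme wells and wells lacking RBBP9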
BaF3 tox = parental Ba/F3 cell viability inhibition, counter-screen for JAK2V617F inhibitor project, murine pro-B, CellTiter-Glo luminescence; CellTiter-Glo ATP luminescence; inhibition, % at 5.6 µM; 220,000 compounds, 1.1% hits; AID 1486, 2009;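 active = inhibition above a per-campaign cutoff, the mean inhibition of all tested compounds plus 3 SD, cut at about 27% in these data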;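 also: 0% = DMSO wells and 100% = JAK Inhibitor I control wells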
Furin inhibitor = human furin inhibitors, primary screen, biochemical, fluorescence intensity; purified furin, fluorogenic substrate cleavage; P09958; 220,000 compounds, 0.061% hits; inhibition, % at 30 µM; AID 463115, 2010; in the data active = inhibition above about 25%; also: inactives centre near -15
PGE2 EP2 inh = human EP2 receptor antagonists, primary screen, TR-FRET cAMP, C6 glioma cells | C6 glioma cells expressing human EP2; cells stimulated with saturating PGE2 | 260,000 compounds, 0.52% hits | Prostaglandin E2 receptor EP2 subtype (Homo sapiens), P43116 | AID 1422, 2008 | inhibition, % at 25 µM;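 active = percent inhibition above 40 after rounding to a whole number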;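 also: rat C6 glioma host cells with rolipram phosphodiesterase inhibitor present; the protocol text gives 20 µM as final concentration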
Target sequence (P43116 whole entry, looked up): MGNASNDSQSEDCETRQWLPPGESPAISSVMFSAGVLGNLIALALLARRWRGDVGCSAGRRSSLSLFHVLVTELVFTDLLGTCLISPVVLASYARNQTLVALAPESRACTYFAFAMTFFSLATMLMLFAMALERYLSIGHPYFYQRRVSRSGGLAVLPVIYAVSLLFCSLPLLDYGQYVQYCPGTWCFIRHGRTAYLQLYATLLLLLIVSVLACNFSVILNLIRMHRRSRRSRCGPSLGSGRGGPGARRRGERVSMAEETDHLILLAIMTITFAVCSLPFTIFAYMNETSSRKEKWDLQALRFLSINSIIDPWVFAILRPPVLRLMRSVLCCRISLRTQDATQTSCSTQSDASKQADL
PPC-1+TRAIL kill = compounds killing PPC-1 cancer cells with TRAIL present, primary screen, TRAIL potentiator project, ATPLite luminescence, uHTS | PPC-1 cells + TRAIL, ATPLite viability luminescence | cell killing (% activity), % at 4 µM | 220,000 compounds, 0.41% hits | AID 1443, 2008;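 active = cell killing above 50% in the first pass at 4 µM, then a duplicate retest at 5 µM averaging 50% or more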;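 also: plate controls were cells with TRAIL plus DMSO for no effect and medium-only wells lacking cells for full effect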
Ba/F3 V617F tox = reduced viability of JAK2V617F-dependent Ba/F3 cells, primary screen, JAK2V617F inhibitor project, cell-based, Ba/F3 EpoR-JAK2V617F, luminescence; ATP luminescence; inhibition, % at 5.6 µM; 220,000 compounds, 1.1% hits;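 active = inhibition above the campaign mean plus 3 SD over all tested compounds, cut at about 24% in these data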;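 also: cytokine-independent growth of Ba/F3 cells driven by EpoR plus mutant JAK2; 0% = DMSO-treated cells and 100% = JAK inhibitor I control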
TbHK1 inh = Trypanosoma brucei hexokinase 1 inhibitors, primary screen, biochemical, G6PDH-coupled NADH absorbance, MLSCN library; hexokinase 1 [Trypanosoma brucei]; 220,000 compounds, 0.11% hits; inhibition, % at 10 µM; recombinant TbHK1, G6PDH-coupled NADH A340; AID 1430, 2008;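 active = inhibition of 50% or more in the single-dose primary screen; inactive = inhibition below 50%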
p97 ATPase inh = inhibitors of human p97 ATPase, primary screen, biochemical | recombinant p97 ATPase, Kinase-Glo ATP luminescence, 3 h | inhibition, % at 8 µM | 220,000 compounds, 0.42% hits | Transitional endoplasmic reticulum ATPase (Homo sapiens), P55072; in the data active = inhibition above about 15%;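 also: 0% = DMSO vehicle and 100% = wells lacking enzyme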
p47phox inh = p47phox/p22phox peptide binding inhibitors, primary screen, biochemical, uHTS, NADPH oxidase regulatory subunit; Neutrophil cytosol factor 1 (Homo sapiens), P14598; fluorescence polarization, 2 h; inhibition, % at 24.7 µM; 220,000 compounds, 0.53% hits;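 active = inhibition above about 30%, limit read from the data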;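 also: 0% = p47phox with labelled peptide and 100% = labelled peptide alone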
Target sequence (P14598 whole entry, looked up): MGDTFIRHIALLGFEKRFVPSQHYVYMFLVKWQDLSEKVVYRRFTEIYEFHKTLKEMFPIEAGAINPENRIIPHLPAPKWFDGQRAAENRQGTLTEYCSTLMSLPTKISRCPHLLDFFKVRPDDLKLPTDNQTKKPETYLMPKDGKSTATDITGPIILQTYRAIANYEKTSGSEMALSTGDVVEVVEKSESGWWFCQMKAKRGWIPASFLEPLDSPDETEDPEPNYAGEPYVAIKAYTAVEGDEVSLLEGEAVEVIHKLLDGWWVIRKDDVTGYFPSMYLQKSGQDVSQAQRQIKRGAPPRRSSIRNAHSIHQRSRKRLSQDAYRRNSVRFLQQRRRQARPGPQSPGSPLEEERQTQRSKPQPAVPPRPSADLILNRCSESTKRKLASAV
Active calls of the source: *; x = no result given; & = joins results of further samples; [ ] = remark or other dose. Not all compounds are listed; rates above refer to the full screens.

(1) CCCCn1c(SCc2nc(N)nc(Nc3ccccc3C)n2)nc2ccccc2c1=O
(2) O=C(Nc1c(F)cc(F)cc1Br)c1cc(-c2ccco2)on1
(3) Cc1cc(C)c2c(NC(=S)Nc3ccccc3)n[nH]c2n1
(4) CCN1CCN(C(=O)NCc2ccccc2)CC1
(5) COc1ccc(NC(=O)NCCN2C(=O)C3C4C=CC(C4)C3C2=O)cc1 (stereo unspecified)
Compound	1	2	3	4	5
RBBP9 inhibitor	-15	-5	-11	-7	-8
BaF3 tox	3	5	2	0	1
Furin inhibitor	5[20 µM]	-27	-16	-17	-7
PGE2 EP2 inh	7	7	5	11&4	3
PPC-1+TRAIL kill	-1	19	-1	2	9
Ba/F3 V617F tox	-1	-2	2	-2	-2
TbHK1 inh	-5	6	2	-8	-1
p97 ATPase inh	5	-1	-7	3	-3
p47phox inh	-26	-64	-32	6	-11

(6) CCN(CC)c1nc(C#N)nc(N(CC)CC)n1
(7) Cc1ccccc1C(=O)Nc1nc(SCc2ccc(Cl)cc2)n[nH]1
(8) COc1cc(OC)cc(C(=O)Nc2nc3ccccc3[nH]2)c1
(9) CC(C)(C)C(=O)Nc1cccc(C(=O)Nc2cc(C(=O)O)cc(C(=O)O)c2)c1
(10) CCOc1ccccc1C(=O)Nc1ccc2nc(N3CCN(c4ncccn4)CC3)cc(C)c2c1
Compound	6	7	8	9	10
RBBP9 inhibitor	4	-2	4	8	-7
BaF3 tox	0	1	1	5	6
Furin inhibitor	-13	-28	6[20 µM]	-14	-13[20 µM]
PGE2 EP2 inh	x	6	11	2	x
PPC-1+TRAIL kill	-14	-2	22	1	x
Ba/F3 V617F tox	-5	-2	-6	-5	1
TbHK1 inh	-1	0	-17	3	-26
p97 ATPase inh	-1	1	3	4	-2
p47phox inh	-6	-7	-7	-1	x

(11) Cn1nnnc1SCCNCC#Cc1ccccc1
(12) CSC(=NCc1cccnc1)NS(=O)(=O)c1cccs1
(13) CC(C)Sc1sc(C(=O)O)c(-c2ccc(Cl)cc2)c1C#N
(14) COC(=O)c1ccc(C(=O)NC(=S)Nc2nc3c(s2)CC(C)CC3)cc1 (stereo unspecified)
(15) COc1ccc(N/N=C(/C)c2cnnc(-c3ccccc3)n2)cc1
Compound	11	12	13	14	15
RBBP9 inhibitor	-10	-4	-4	-9	-4
BaF3 tox	9	2	-5	1	2
Furin inhibitor	-6	-9	-13	-13	-4
PGE2 EP2 inh	6	15	12	12	12
PPC-1+TRAIL kill	22	16	2	14	6
Ba/F3 V617F tox	7	1	1	-4	-3
TbHK1 inh	9	2	-2	-7	2
p97 ATPase inh	-7	2	-11	8	-3
p47phox inh	-1	-1	14	1	2

(16) Cc1cccc(C=Nc2ccc3c4c(cccc24)CC3)c1O
(17) COC(=O)c1ccc(CNC(=O)CSC2=NCCS2)cc1
(18) CCCCC(=O)NC(=S)Nc1cccc(Cl)c1N1CCCCC1
(19) O=[N+]([O-])c1ccc(COc2ccc(CNc3ccccc3)cc2)cc1
(20) CCC(C)NC(=O)C1CCN(S(=O)(=O)c2cccs2)CC1 (stereo unspecified)
Compound	16	17	18	19	20
RBBP9 inhibitor	-3	-8	0	-9	2
BaF3 tox	4	-1	3	4	2
Furin inhibitor	-1	-25	-14	2	-15[20 µM]
PGE2 EP2 inh	2	6	3	8	12
PPC-1+TRAIL kill	-10	21	-3	16	-34
Ba/F3 V617F tox	2	0	0	2	1
TbHK1 inh	3	-6	8	0	-7
p97 ATPase inh	-3	2	4	-4	1
p47phox inh	-18	-2	2	-6	-14

(21) Cc1ccc(-c2csc(NC(=O)C3=NN(c4ccccc4)C(=O)CC3)n2)cc1
(22) COC(=O)c1c(NC(=O)CN2CCC(C)CC2)c2c(C)cccc2n1C
(23) CN=C(Nc1cc(C)nn1CCC#N)c1ccccc1F
(24) CC(=O)c1ccc(OC(C)C)c(CSc2nc(O)cc(=O)[nH]2)c1
(25) C#Cc1ccc([C@@H]2C=C(C(=O)OCC=C)O[C@H](OCc3ccc(CO)cc3)C2)cc1
Compound	21	22	23	24	25
RBBP9 inhibitor	-7	2	-9	-7	-7
BaF3 tox	6	2	2	1	-1
Furin inhibitor	-14	-16	-29	-17	-23
PGE2 EP2 inh	6	4	4	8	5
PPC-1+TRAIL kill	6	-19	7	3	16
Ba/F3 V617F tox	1	-2	2	2	-1
TbHK1 inh	-16	3	7	-1	-5
p97 ATPase inh	1	4	2	7	3
p47phox inh	-40	-8	-12	-15	x

Compound profiles, as listed above. Order of screens: RBBP9 inhibitor	BaF3 tox	Furin inhibitor	PGE2 EP2 inh	PPC-1+TRAIL kill	Ba/F3 V617F tox	TbHK1 inh	p97 ATPase inh	p47phox inh
Listed for COC(=O)c1c(NC(=O)CN2CCC(C)CC2)c2c(C)cccc2n1C : 2	2	-16	4	-19	-2	3	4	-8
Listed for C#Cc1ccc([C@@H]2C=C(C(=O)OCC=C)O[C@H](OCc3ccc(CO)cc3)C2)cc1 : -7	-1	-23	5	16	-1	-5	3	x
Listed for Cc1ccc(-c2csc(NC(=O)C3=NN(c4ccccc4)C(=O)CC3)n2)cc1 : -7	6	-14	6	6	1	-16	1	-40
Listed for CC(=O)c1ccc(OC(C)C)c(CSc2nc(O)cc(=O)[nH]2)c1 : -7	1	-17	8	3	2	-1	7	-15
Listed for CN=C(Nc1cc(C)nn1CCC#N)c1ccccc1F : -9	2	-29	4	7	2	7	2	-12

(continued)
(26) COc1ccc(NC(=S)NCC(O)c2ccccc2)c(OC)c1 (stereo unspecified)
(27) CCCCNc1oc(-c2ccc(OC)cc2)nc1S(=O)(=O)c1ccccc1
(28) Cc1nn(C)c(C)c1NS(=O)(=O)c1ccccc1
(29) O=C1CSC(c2nn(-c3ccccc3)cc2-c2cc3ccccc3oc2=O)N1Cc1ccco1 (stereo unspecified)
(30) O=C(NC(C(=O)c1ccccc1)n1c(=O)cc[nH]c1=S)c1ccccc1 (stereo unspecified)
Compound	26	27	28	29	30
RBBP9 inhibitor	-4	0	-10	-6	-2
BaF3 tox	2	3	6	2	2
Furin inhibitor	-19	-16[20 µM]	-26	-32	-27[20 µM]
PGE2 EP2 inh	5	4	9	10	14
PPC-1+TRAIL kill	6	11	8	8	34
Ba/F3 V617F tox	-3	2	-1	2	-1
TbHK1 inh	-4	26	1	-22	-1
p97 ATPase inh	4	-4	0	1	5
p47phox inh	4	-4	0	-18	-11

(31) O=c1c2[nH]c3cccc(Cl)c3c2ncn1CCN1CCCCC1
(32) O=C(CCl)NC(Cc1ccccc1)c1ccccc1 (stereo unspecified)
(33) CCOc1ccc(CCNC(=O)COC(=O)c2cc(OC)cc(OC)c2)cc1OCC
(34) COc1ccccc1C(=O)Nc1ccc(N2CCN(Cc3ccccc3)CC2)cc1
(35) COc1ccc(N2CCN(C(=O)CCc3ccc(S(=O)(=O)NC(C)(C)C)cc3)CC2)cc1
Compound	31	32	33	34	35
RBBP9 inhibitor	-2	-5	-5	-7	0
BaF3 tox	1	1	-2	1	3
Furin inhibitor	-27	-10	-22	-30[20 µM]	-15
PGE2 EP2 inh	9	3	15	8	6
PPC-1+TRAIL kill	21	5	18	17	-13
Ba/F3 V617F tox	-4	-3	-2	1	1
TbHK1 inh	-10	1	-3	-10	-5
p97 ATPase inh	-1	4	0	-3	-2
p47phox inh	-10	-6	-4	-9	1

(36) COc1ccc(NC(=O)CC2Oc3ccccc3NC2=O)cc1 (stereo unspecified)
(37) Cc1csc(NC(=O)CSc2ccc3nnc(CCNS(=O)(=O)c4ccccc4)n3n2)n1
(38) Cc1ccc(C)c(N2CCN(C(=O)C3CCCN(S(=O)(=O)c4cnc[nH]4)C3)CC2)c1 (stereo unspecified)
(39) Cc1cccc(N2CCN(S(C)(=O)=O)CC2)c1C
(40) COc1ccc(NC(=O)c2ccc3c(c2)C(=O)N(Cc2cccnc2)C3=O)cc1
Compound	36	37	38	39	40
RBBP9 inhibitor	-6	-4	3	-5	0
BaF3 tox	7	2	3	0	2
Furin inhibitor	-21	-15	-8	-9	-18[20 µM]
PGE2 EP2 inh	10	1	12	x	13
PPC-1+TRAIL kill	-1	3	3	1	21
Ba/F3 V617F tox	3	0	1	6	-2
TbHK1 inh	2	1	2	-1	5
p97 ATPase inh	0	0	-2	-5	3
p47phox inh	-7	-8	-7	-11	2

(41) Cc1ccccc1Cn1c2ccccc2c2cn[nH]c(=O)c21
(42) CC1(C)CC2CC(C)(CN2S(=O)(=O)c2ccc(C(=O)Nc3ccc(S(=O)(=O)N4CCOCC4)cc3)cc2)C1 (stereo unspecified)
(43) CC(=O)NCc1ccc(C(=O)CSc2nnc(-c3ccncc3)n2Cc2ccccc2)o1
(44) CCc1nc(N2CCCCC2C)c2oc3ccccc3c2n1 (stereo unspecified)
(45) CCC(CC)C(=O)c1c[nH]c(C(=O)NCCCN2CCOCC2)c1
Compound	41	42	43	44	45
RBBP9 inhibitor	-6	-37	-6	1	-4
BaF3 tox	2	5	-1	-1	7
Furin inhibitor	-8	-10	-15[20 µM]	-13	-15
PGE2 EP2 inh	-7	8	10	3	x
PPC-1+TRAIL kill	-12	22	14	11	-8
Ba/F3 V617F tox	-3	-2	1	-2	1
TbHK1 inh	1	2	-7	0	-3
p97 ATPase inh	2	0	-5	-1	2
p47phox inh	1	-10	-20	-9	-4

(46) CCOCCCNC(=O)C(NC(=O)CNC(=O)c1ccccc1)c1ccccc1 (stereo unspecified)
(47) CCOC(=O)c1ccc2c(c1)nc(SC/C(O)=C(\C#N)c1nc3ccccc3[nH]1)n2CC
(48) COCCN(Cc1cc2ccc(C)cc2n2nnnc12)Cc1nnnn1C(C)(C)C
(49) COc1cccc(-c2nc(-c3cccs3)no2)c1
Compound	46	47	48	49
RBBP9 inhibitor	-5	-7	-4	-6
BaF3 tox	8	-1	1	-1
Furin inhibitor	-19[20 µM]	-12	-14[20 µM]	-15
PGE2 EP2 inh	8	14	14	5
PPC-1+TRAIL kill	-7	7	30	26
Ba/F3 V617F tox	0	3	-3	4
TbHK1 inh	21	-16	-6	-4
p97 ATPase inh	-3	-1	-2	-5
p47phox inh	-11	-74	-14	-4
